Screening results: PubChem, NCI
NCI-60 one-dose screen, 48 h, at 10 µM unless noted. Numbers give growth in % (100 = growth as untreated, 0 = no growth, -100 = all killed).
HS 578T = HS 578T breast cancer | hit rate 4.1% among 78,000
BT-549 = BT-549 breast cancer; hit rate 4.4% among 78,000; AID 1794793
UACC-62 = UACC-62 melanoma. hit rate 5.4% among 81,000
SK-MEL-2 = SK-MEL-2 melanoma; hit rate 4.7% among 77,000
UACC-257 = UACC-257 melanoma | hit rate 4.4% among 78,000 | AID 1794764
LOX IMVI = LOX IMVI melanoma | hit rate 7.4% among 79,000 | AID 1794757
T-47D = T-47D breast cancer; hit rate 5% among 79,000
MALME-3M = MALME-3M melanoma. AID 1794766. hit rate 5.8% among 78,000
* = called active by the depositor; . = no result given; [ ] = remark or other dose. Rule for the calls: active = growth percent below 10; inactive = the rest.

No.	Molecule	HS 578T	BT-549	UACC-62	SK-MEL-2	UACC-257	LOX IMVI	T-47D	MALME-3M
1	Cc1cc(Cl)nc(N2CCN(CCNc3ccnc4cc(Cl)ccc34)CC2)n1	77	47	30	61	13	-15*	19	42
2	Nc1ncc(C#Cc2cncc(NC(=O)c3cccc(C(F)(F)F)c3)c2)c2cccnc12	27	63	56	5.8*	72	5.8*	76	-6.2*
3	CN(C)CC(O)c1cc2ccccc2c2ccccc12 (configuration not stated)	80	113	92	97	70	89	93	97
4	COc1ccccc1C1=C(Br)C(=O)c2nc(C)ccc2C1=O	104	90	89	97	100	97	70	62
5	CCCCCCCN(CCCCCCC)CC(O)c1ccc2ccc3ccc(Cl)cc3c2c1 (configuration not stated)	104	116	85	100	104	89	90	93
6	CNC(=O)c1cc(Oc2ccc3nc(NC(=O)c4ccc(Cl)c(C(F)(F)F)c4)sc3c2)ccn1	66	81	81	96	75	71	65	57
7	CC(Sc1nc2sc3c(c2c(=O)n1-c1ccc(Cl)cc1)CCCC3)C(=O)Nc1ccccc1Br (configuration not stated)	77	97	67	95	96	59	75	92
8	CC(C)OC1=C(Cl)C(=O)c2ccccc2C1=O	82	60	.	.	90	86	-25*	111
9	COc1ccc(CN2CCc3c(nc(N)nc3Sc3ccccc3OC)C2)c(OC)c1	115	84	75	88	83	81	70	86
10	N=C1C(c2nc(-c3ccc(F)cc3)cs2)=C(O)CN1CCCN1CCOCC1	100	130	108	121	125	96	81	100
11	COc1ccc(Cn2cc(Cn3c(=O)c(-c4nc5ccccc5[nH]4)cc4ccccc43)nn2)cc1OC	99	83	89	111	99	95	100	97
12	O=C(Nc1ccccn1)[C@H](O)[C@@H](O)C(=O)N1CCOCC1	104	114	108	.	101	104	100	114
13	Cc1ccc(NC(=O)c2ccc(CN3CCOCC3)c(C(F)(F)F)c2)cc1Oc1ccc(-c2[nH]nc3ncnc(N)c23)cc1	63	67	19	60	49	59	11	27
14	COc1cc(/C=C2\N=C(c3ccccc3)N(c3ccc(-c4nc5ccc(C)cc5s4)cc3)C2=O)ccc1O	109	108	102	110	117	94	73	108
15	CN1CCN(c2ccc(Nc3ncc(C(N)=O)c(NCCCNC(=O)C4CCC4)n3)cc2)CC1	67	19	108	71	119	65	107	77
16	N#CC(=Nc1ccccc1)c1ccccc1	.	107	99	107	120	114	113	101
17	CC(C)(C)c1cc(-c2cc(-c3ccccc3)[nH]c(=O)c2C#N)cc(C(C)(C)C)c1	-3.5*	-3.8*	68	94	43	49	36	38
18	O[C@H]1CCC[C@H]1NCc1ccnc2cc(Cl)ccc12	110	112	90	95	105	92	85	73
19	CC(NCCCSc1ccccc1)C(O)c1ccc(O)cc1 (configuration not stated)	103	90	111	115	87	97	104	120
20	CC(C)OC(=O)Oc1ccccc1OC(=O)OC(C)C	98	102	112	115	91	97	.	94
21	Cc1ccc(COc2ccc(NC(=O)Nc3ccc(Cl)c(C(F)(F)F)c3)cc2)cc1	87	74	60	85	76	16	34	76
22	O=C(O)CSc1c(Cl)c(=O)oc2ccc(Cl)cc12	95	91	96	99	100	94	92	89
23	COc1cc(CNC(=O)c2ccccc2)ccc1OCC(=O)NO	104	102	90	98	98	98	100	97
24	CN=C1SC(=Nc2ccc(N(C)C)cc2)N1C	108	108	105	92	98	100	86	84
25	COc1ccc(CNC(=O)NCc2ccc(OC)cc2)cc1	102	104	104	95	102	94	88	107
26	O=C(CSc1ccc(-c2ccc(Br)cc2)nn1)Nc1ccc(Cl)c(C(F)(F)F)c1	82	94	48	85	80	70	80	65
27	CC(=O)OCC1OC(Oc2ccccc2C)C(OC(C)=O)C(OC(C)=O)C1OC(C)=O (configuration not stated)	.	100	89	92	102	95	90	97
28	CC(=O)OCC(=O)C1(O)CCC2C3CCC4=CC(=O)CCC4(C)C34OC4CC21C (configuration not stated)	93	105	92	93	96	98	99	99
29	CN(N=O)c1ccc(/C=C2\C=Cc3ccccc32)cc1	102	100	84	109	104	98	.	118
30	O=C(O)c1cccc(N2C(=O)C=CC2=O)c1	105	119	102	100	112	102	108	97

The closing two records of the section above lead into the next:
No.	Molecule	HS 578T	BT-549	UACC-62	SK-MEL-2	UACC-257	LOX IMVI	T-47D	MALME-3M
29	CN(N=O)c1ccc(/C=C2\C=Cc3ccccc32)cc1	102	100	84	109	104	98	.	118
30	O=C(O)c1cccc(N2C(=O)C=CC2=O)c1	105	119	102	100	112	102	108	97
31	COc1ccc(-c2nnc3c4[nH]cnc4ncn23)c(OC)c1	54	.	24	30	41	5.6*	29	37
32	COc1cc(Cc2cc(-c3ccccc3)nn(Cc3ccccc3)c2=O)cc(OC)c1OC	75	54	38	38	32	44	6.2*	35
33	COc1ccc2cc([C@H](C)C(=O)N/N=C/c3cccc(F)c3)ccc2c1	.	80	79	106	96	.	71	84
34	CCN(CC)CC(O)CNc1c2ccc(Cl)cc2nc2ccc(OC)cc12 (configuration not stated)	38	43	65	-63*	-87*	-64*	50	-98*
35	COc1cc2ncnc(Nc3ccc(S(=O)(=O)Nc4cc(C)on4)cc3)c2cc1OCCCN1CCN(C)CC1	100	114	97	119	101	97	99	99
36	Fc1cccc(CN2CCN(c3nc(NCCN4CCOCC4)ncc3Br)CC2)c1	88	99	91	107	96	94	66	96
37	CN1CCN(c2ccc3nc(-c4[nH]ncc4Nc4ncnc5c4OCCCN5)[nH]c3c2)CC1	-5.8*	-74*	-75*	-56*	-21*	.	-27*	-76*
38	Cc1ccc(SC2Cc3ccccc3C2)cc1	.	114	110	126	103	106	95	89
39	OCC(c1ccccc1)c1ccccc1	.	103	102	94	97	112	99	102
40	COc1cc(OC)c(OC)cc1/C=C/C(=O)CC(=O)/C=C/c1cc(OC)c(OC)cc1OC	106	.	91	.	77	92	72	97
41	COc1ccc2cc(/C=C3\SC(=O)NC3=O)c(Cl)nc2c1	106	86	86	97	93	65	95	88
42	COc1ccc(-n2nnc(C(=O)NCCc3c[nH]c4ccc(F)cc34)c2C)cc1	96	103	98	92	88	99	89	106
43	Cc1cc(=O)oc2cc(OCCOc3ccc(/C=C/C(=O)Nc4cccc(Cl)c4)cc3)ccc12	106	113	88	107	94	82	79	80
44	Clc1ccc2c(NCCCn3cnc4c(N5CCCC5)nc(Cl)nc43)ccnc2c1	104	98	101	90	102	90	86	101
45	CCCCCCCCCCSCC(N)C(=O)O (configuration not stated)	105	112	104	121	86	111	103	112
46	CC1(C)OC2OC(C(O)Cn3cc(COc4ccc5ccc(=O)oc5c4)nn3)[C@@H](OCc3ccccc3)C2O1 (some centres not stated)	98	102	92	121	103	95	103	100
47	c1ccc(Cn2nc(OCCN3CCCCC3)c3ccccc32)cc1	96	90	104	102	95	97	112	102
48	Cn1cc(-c2nc(-c3cccnc3)cs2)c2ccccc21	109	102	86	92	.	101	70	103
49	O=c1c(-c2nnc(SCc3ccccc3)o2)cnc2nc[nH]n12	.	92	91	.	76	102	93	112
50	N#CCNC=O	116	101	103	107	108	93	113	100
51	Cc1cc(C)nc(SC2=C(Nc3ccc(O)cc3)C(=O)N(Cc3ccccc3)C2=O)n1	-13*[40 µM]	64[40 µM]	68[40 µM]	96[40 µM]	88[40 µM]	83[40 µM]	45[40 µM]	102[40 µM]
52	O=C(Cn1cc(CO)nn1)Nc1nc(-c2ccc(Cl)cc2)cs1	109	96	90	101	107	101	93	83
53	O=C(O)c1ccc(-c2nn(-c3ccc(C(F)(F)F)cc3)cc2CNc2ccc(C(=O)O)c(C(F)(F)F)c2)cc1	106	110	100	103	105	99	104	108
54	Cn1cc(C(=O)c2nc(-c3c[nH]c4ccc(F)cc34)no2)c2cc(Br)ccc21	96	101	88	107	101	92	91	81
55	CNC(=S)Sc1ccc([N+](=O)[O-])cc1[N+](=O)[O-]	88	20	82	91	62	19	32	87
56	COc1ccc(-c2ccnc(=S)[nH]2)cc1	103	95	86	118	98	98	82	97
57	COc1ccc(C2=NN(C(C)=O)C(c3sc(N(C)Cc4ccccc4)nc3Cl)C2)cc1 (configuration not stated)	85	104	91	97	105	91	68	108
58	Cc1cc(N=Nc2ccc(-c3ccc(N=Nc4c(S(=O)(=O)O)cc5cc(S(=O)(=O)O)c(N=Nc6ccccc6)c(O)c5c4N)cc3)cc2)c(N)cc1N	.	105	103	110	105	101	103	103
59	CC(=O)Nc1ccc2c(c1)C(=O)c1cc(F)ccc1-2	100	88	94	79	95	88	82	88
60	O=C(O)CNC(=O)c1nc(-c2ccccc2)n(-c2ccccc2)n1	115	110	105	107	.	98	105	103

Looked up above:
entry 13 – UACC-257: 49
entry 3 – UACC-257: 70
entry 26 – LOX IMVI: 70
entry 15 – UACC-62: 108
entry 57 – SK-MEL-2: 97

(more compounds)
No.	Molecule	HS 578T	BT-549	UACC-62	SK-MEL-2	UACC-257	LOX IMVI	T-47D	MALME-3M
61	Cc1ccc(F)cc1NC(=O)c1cc(Cl)ccc1Nc1ccccc1	90	86	65	55	66	49	37	83
62	CCN(CC)Cc1cc([N+](=O)[O-])ccc1O	113	116	112	103	101	98	96	106
63	COc1ccc(-c2nsc3c2NC(=O)CC3c2ccc3c(c2)OCO3)cc1 (configuration not stated)	18	54	43	26	60	38	33	-1.9*
64	CCc1cnn2c(NCc3ccc[n+]([O-])c3)cc(N3CCCC[C@H]3CCO)nc12	.	-16*	-71*	.	-42*	5.0*	-17*	-46*
65	O=C(N/N=C/c1ccc2c(c1)CCN2)c1cccs1	110	93	91	116	119	98	87	119
66	C/C(=N/NC(=S)NC1CCCCC1)c1sc(Nc2ccccc2O)nc1C	77	77	77	105	100	77	62	89
67	CCCCN1C(=O)/C(=c2\sc3n(c2=O)C2C(NN=3)N(CC)C(=O)N2CC)c2cc(Cl)ccc21 (configuration not stated)	67	85	48	80	89	76	75	74
68	COc1cc(NC(=O)CSc2nnc(-c3ccc4nc(-c5ccc(Cl)cc5)[nH]c4c3)o2)cc(OC)c1OC	51	63	38	93	94	52	13	66
69	O=c1cc(N/N=C/c2ccc(Cl)cc2)c2cc(Cl)ccc2[nH]1	94	103	80	89	81	91	84	109
70	COc1ccc(-n2nc(C(=O)Nc3ccc(F)cc3)nc2-c2cc(OC)c(OC)c(OC)c2)cc1	89	73	84	102	.	94	75	96
71	COC(=O)C(C(=O)Cc1ccccc1[N+](=O)[O-])C(=O)OC	90	95	94	98	112	89	94	93
72	O=c1[nH]cnc2c1cnn2CN1CCOCC1	113	120	110	.	86	101	98	91
73	COc1ccc(NC(=O)CSc2nnc(-c3ccc4nc(-c5ccc(OC)c(OC)c5)[nH]c4c3)o2)cc1	99	83	95	108	88	95	103	92
74	COC(=O)/C(=C\c1c(C)[nH]c2ccccc12)S(=O)(=O)c1ccccc1	-30*	30	54	24	29	16	18	46
75	CCN(CC)C1CCC(Nc2ccnc3cc(Cl)ccc23)CC1 (configuration not stated)	.	101	115	97	114	95	90	169
76	COc1ccc2cc(-c3ccnc4c(N=Nc5ccc(C)cc5)c(-c5ccccc5)nn34)ccc2c1	88	101	70	88	77	95	66	96
77	OC(CNc1cccc(Cl)c1)c1ccccc1 (configuration not stated)	97	102	109	100	107	97	103	134
78	CCn1c(C)c(C(=O)C(=O)N(C)C)c2ccccc21	104	104	.	101	.	96	109	102
79	COc1ccc(N/C=C/C(=O)c2ccc3c(c2)Nc2ccccc2S3)cc1	82	111	86	106	106	.	83	94
80	CC1=C/C(=N/OS(=O)(=O)c2ccc(C)cc2)CC(C)(C)C1	105	107	100	.	97	92	81	92
81	CCCCN1C(=O)c2cccc3c(C#CCN4C(=O)c5cccc6cccc(c56)C4=O)ccc(c23)C1=O	83	96	101	103	101	89	94	97
82	CC1CN(c2oc(-c3ccc([N+](=O)[O-])cc3)nc2C#N)CC(C)O1 (configuration not stated)	94	107	84	103	102	96	97	96
83	CN(C)CCCNc1c2ccc(Cl)cc2nc2c1oc1ccccc12	37	53	13	21	32	-83*	46	15
84	O=c1[nH]c2ccc(Oc3ncccn3)cc2c(=O)n1Cc1cccc(NS(=O)(=O)c2cccc(Cl)c2)c1	98	87	77	88	86	86	.	105
85	Nc1c(Cl)cc(C(=O)O)cc1Cl	.	102	118	127	102	99	94	103
86	C=C(C)[C@@H]1CC[C@]2(C(=O)NCC(=O)OC)CC[C@]3(C)[C@H](CC[C@@H]4[C@@]5(C)C/C(=C/c6ccco6)C(=O)C(C)(C)[C@@H]5CC[C@]43C)[C@@H]12	69	97	29	90	56	69	66	21
87	Cc1nn(-c2ccccc2)c(N2CCOCC2)c1/C=C/C(=O)c1ccc2c(c1)OCO2	84	64	67	81	53	71	59	84
88	CCN(CC)C(C)C(=O)c1ccc2cc(Br)c3ccccc3c2c1 (configuration not stated)	83	91	91	103	108	86	77	100
89	CC/C(=C(\c1ccc(O)cc1)c1ccc(OCCN(C)C(=O)CCOCCNC(=O)c2ccc3c(c2)CN([C@@H]2CCC(=O)NC2=O)C3=O)cc1)c1ccccc1	69	39	95	101	88	94	50	52
90	COc1cc2ncnc(Nc3ccc(S(=O)(=O)Nc4cc(C)on4)cc3)c2cc1OCCCN1CCN(c2ccc(F)cc2)CC1	91	119	91	113	106	90	90	99

4 entries from above, with each value named:
74: COC(=O)/C(=C\c1c(C)[nH]c2ccccc12)S(=O)(=O)c1ccccc1
- HS 578T = -30*
- BT-549 = 30
- UACC-62 = 54
- SK-MEL-2 = 24
- UACC-257 = 29
- LOX IMVI = 16
- T-47D = 18
- MALME-3M = 46

75: CCN(CC)C1CCC(Nc2ccnc3cc(Cl)ccc23)CC1 (configuration not stated)
- HS 578T = .
- BT-549 = 101
- UACC-62 = 115
- SK-MEL-2 = 97
- UACC-257 = 114
- LOX IMVI = 95
- T-47D = 90
- MALME-3M = 169

76: COc1ccc2cc(-c3ccnc4c(N=Nc5ccc(C)cc5)c(-c5ccccc5)nn34)ccc2c1
- HS 578T = 88
- BT-549 = 101
- UACC-62 = 70
- SK-MEL-2 = 88
- UACC-257 = 77
- LOX IMVI = 95
- T-47D = 66
- MALME-3M = 96

77: OC(CNc1cccc(Cl)c1)c1ccccc1 (configuration not stated)
- HS 578T = 97
- BT-549 = 102
- UACC-62 = 109
- SK-MEL-2 = 100
- UACC-257 = 107
- LOX IMVI = 97
- T-47D = 103
- MALME-3M = 134
